Screening results as filed in PubChem.
ZTA counter – ZTA (EBV) inhibition in EBNA-1 counter-screen | P03206 | ZTA-DNA binding, fluorescence polarization | inhibition, % at 11 µM | 320,000 compounds, 0.15% hits; in the data active = inhibition above about 33%
PAFAH2 FP inh – inhibitors of human PAFAH2; inhibition, % at 3.39 µM; Q99487; 340,000 compounds, 0.99% hits; AID 492956; recombinant PAFAH2, FP-rhodamine activity probe, fluorescence polarization;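 active = inhibition above the mean over all tested compounds plus 3 SD, cut at about 30% in these data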;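 note: inhibitors block probe labeling of enzyme so polarization drops; 0% = enzyme with DMSO and 100% = wells lacking PAFAH2 protein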
PREPL inh – inhibitors of human prolyl oligopeptidase-like enzyme PREPL | Q4J6C6 | recombinant PREPL, fluorescence polarization activity-based probe | inhibition, % at 5.96 µM | 320,000 compounds, 0.68% hits; in the data active = inhibition above about 43%;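 note: 0% = enzyme with DMSO and 100% = wells lacking enzyme; many of its hits are not listed in these tables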
Target sequence (Q4J6C6 whole entry, looked up): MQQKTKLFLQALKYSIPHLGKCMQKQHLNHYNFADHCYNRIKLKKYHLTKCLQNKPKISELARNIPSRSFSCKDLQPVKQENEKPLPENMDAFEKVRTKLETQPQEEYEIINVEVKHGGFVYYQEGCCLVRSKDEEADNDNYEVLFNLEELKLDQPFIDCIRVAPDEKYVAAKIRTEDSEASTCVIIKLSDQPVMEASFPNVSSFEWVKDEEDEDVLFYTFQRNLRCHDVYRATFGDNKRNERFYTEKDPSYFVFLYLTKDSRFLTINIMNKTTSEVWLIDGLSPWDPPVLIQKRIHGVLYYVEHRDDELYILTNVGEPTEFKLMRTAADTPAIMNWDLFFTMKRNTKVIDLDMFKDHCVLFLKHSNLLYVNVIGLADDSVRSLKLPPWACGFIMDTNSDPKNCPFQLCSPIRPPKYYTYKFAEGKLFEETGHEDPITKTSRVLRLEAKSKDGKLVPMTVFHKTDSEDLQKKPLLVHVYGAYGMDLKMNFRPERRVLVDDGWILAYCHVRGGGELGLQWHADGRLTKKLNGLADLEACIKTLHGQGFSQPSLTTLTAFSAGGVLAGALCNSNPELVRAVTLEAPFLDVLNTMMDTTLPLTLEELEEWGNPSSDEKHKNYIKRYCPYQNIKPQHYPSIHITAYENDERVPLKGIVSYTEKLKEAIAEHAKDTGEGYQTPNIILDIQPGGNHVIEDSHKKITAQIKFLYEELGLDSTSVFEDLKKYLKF
PAFAH1B3 inh – inhibitors of human PAFAH1B3; Q15102; recombinant PAFAH1B3, FP-rhodamine probe, fluorescence polarization; inhibition, % at 3.39 µM; 340,000 compounds, 0.28% hits; AID 492972;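 active = inhibition above the screen-wide average of all tested compounds plus 3 SD, cut at about 25% in these data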;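 note: 0% = enzyme with DMSO only and 100% = wells lacking PAFAH1B3 protein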
LYPLA1 counter – blocks human lysophospholipase 1, a PME1 counter-screen. O75608. recombinant LYPLA1, FP-Rh probe fluorescence polarization. inhibition, % at 5.9 µM. 320,000 compounds, 0.16% hits;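 active = inhibition above the mean of all tested compounds plus 3 SD, set per campaign, cut at about 14% in these data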;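 note: inhibitors block serine hydrolase probe labeling of LYPLA1 so polarization falls; 0% = enzyme with DMSO and 100% = wells lacking LYPLA1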
PAFAH1B2 FP inh – blocks human PAF acetylhydrolase 1b catalytic subunit 2. P68402. inhibition, % at 3.39 µM. recombinant PAFAH1B2, FP-rhodamine activity probe, fluorescence polarization. AID 492953. 340,000 compounds, 1.2% hits;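 active = inhibition above the mean of all tested compounds plus 3 SD, cut at about 24% in these data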;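 note: 0% = enzyme with DMSO and 100% = wells lacking PAFAH1B2; many of its hits are not listed in these tables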
Target sequence (P68402 whole entry, looked up): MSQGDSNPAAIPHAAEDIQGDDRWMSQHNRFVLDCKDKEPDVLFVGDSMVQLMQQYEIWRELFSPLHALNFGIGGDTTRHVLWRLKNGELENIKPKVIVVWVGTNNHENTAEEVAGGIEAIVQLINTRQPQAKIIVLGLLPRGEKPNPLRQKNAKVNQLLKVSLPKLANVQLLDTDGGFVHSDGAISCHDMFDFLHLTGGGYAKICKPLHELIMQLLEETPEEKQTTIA
LYPLA2 inh – blocks human lysophospholipase 2, a PME1 counter-screen | 320,000 compounds, 0.38% hits | inhibition, % at 5.9 µM | O95372 | recombinant LYPLA2, FP-Rh probe fluorescence polarization;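 active = inhibition above the screen-wide mean plus 3 SD, limit set per campaign, cut at about 26% in these data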;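 note: 0% = LYPLA2 with DMSO and 100% = wells lacking LYPLA2 enzyme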
pPAFAH inh – pPAFAH (human) enzyme inhibition; Q13093; recombinant pPAFAH, FP-rhodamine probe fluorescence polarization; inhibition, % at 3.39 µM; 330,000 compounds, 1.5% hits; AID 463082;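 active = inhibition above the mean inhibition across the screen plus 3 SD, cut at about 25% in these data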;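 note: inhibitors block binding of the rhodamine activity-based probe so polarization drops; 0% = enzyme with DMSO and 100% = wells lacking pPAFAH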
EBNA-1 inhibitor – blocks EBNA-1 binding to DNA | EBNA-1 DNA binding, fluorescence polarization | 300,000 compounds, 0.34% hits | inhibition, % at 14.8 µM; in the data active = inhibition above about 28%
The depositor's hits bear a star; nt = not tested or not shown.

SMILES	ZTA counter	PAFAH2 FP inh	PREPL inh	PAFAH1B3 inh	LYPLA1 counter	PAFAH1B2 FP inh	LYPLA2 inh	pPAFAH inh	EBNA-1 inhibitor
O=C(Nc1ccccc1F)N(Cc1ccc(F)cc1)Cc1nc2ccccc2c(=O)[nH]1	4	-1	-1	2	-3	4	-6	0	0
S=C(NCCCc1ccccc1)Nc1ccc(Cl)cc1	7	-6	-17	6	-4	16	-7	0	0
COC(=O)C1=C(C)N(C)C(=O)/C1=C\c1ccco1	7	-3	3	7	-2	2	-1	6	1
O=C(Cn1ccc([N+](=O)[O-])n1)NCc1cccnc1	-1	4	12	8	1	0	-1	-1	-7
O=C(Oc1coc(CSc2ncccn2)cc1=O)c1ccccc1[N+](=O)[O-]	4	0	8	7	1	4	1	4	2
Clc1ccc(Nc2ncnc3c2nnn3Cc2ccccc2)cc1	-8	nt	1	nt	-1	nt	2	9	-1
Cc1ccc(S(=O)(=O)N2CCCC2)cc1C(=O)N1CCC(C)CC1	-14	2	2	-2	1	-1	2	0	-7
Cc1ccc(-n2c(-c3ccco3)nc3c(cnn3-c3ccccc3C)c2=O)cc1	-2	1	2	0	-1	0	-2	-1	-3
Cc1nc(-c2ccc(C(=O)NCCO)cc2)cs1	-4	4	3	6	-2	5	2	-3	-11
Cc1cc(=S)[nH]c(=S)[nH]1	-21	3	8	11	-1	5	1	5	-6
COc1ccccc1NC(=O)c1ccccc1NS(=O)(=O)N1CCCC1	-3	8	10	4	1	2	-1	2	0
O=C(Oc1ccccc1/C=C\C(=O)c1cc2ccccc2o1)c1ccccc1	5	-25	-56	-4	-10	-8	-18	6	-5
Cc1ccc(C(=O)NCCOc2ccc(Cl)cc2)cc1	2	1	-33	2	2	11	6	2	14
COc1ccc(S(=O)(=O)NCc2csc(C)n2)cc1OC	-2	3	6	9	-1	4	5	1	-3
COc1ccc(C(=O)C(OC(=O)c2ccc(C)c(NC(C)=O)c2)c2ccccc2)cc1 (configuration not stated)	-19	-3	-31	4	-8	-2	-1	1	-11
O=C1O[C@H]([C@@H](O)CO)C(O)=C1O	18	-17	-14	0	-2	-4	0	6	9
Cn1nc(C(F)(F)F)c(/C=N/OC(=O)c2ccccc2)c1SCc1ccc(Cl)cc1	-5	2	-2	-5	0	24	-6	1	11
Cc1ccc(N2C(=O)CS(=O)(=O)CC2=O)cc1	-11	nt	-5	nt	3	nt	0	-2	-4
COc1ccc(OCC(=O)Nc2ccc(C(=O)Nc3ccccc3C(=O)O)cc2)cc1	-2	-4	-7	3	-7	-3	5	-1	-4
COc1ccccc1N(CC(=O)N1CCCCCC1)S(C)(=O)=O	0	1	-4	3	-4	9	-7	-6	-25
O=C(Nc1ccncc1)c1ccc2c(c1)OCCO2	3	-3	-13	4	1	2	3	3	-12
COc1ccc(-c2c(-c3ccccc3OC)sc3ccccc23)cc1	8	1	-7	6	2	-3	2	-2	0
Cc1cccnc1NC(=O)C1CC(=O)N(c2ccc3c(c2)OCCO3)C1 (configuration not stated)	10	2	-4	-4	-1	1	2	-1	4
O=C(O)c1ccccc1Nc1ccccc1	-9	6	4	-1	3	3	3	5	-4
CCSc1nnc(-c2ccccc2NC(C)=O)c(=O)[nH]1	-1	0	4	6	1	-2	6	1	-7
Additional results
SMILES	ZTA counter	PAFAH2 FP inh	PREPL inh	PAFAH1B3 inh	LYPLA1 counter	PAFAH1B2 FP inh	LYPLA2 inh	pPAFAH inh	EBNA-1 inhibitor
COc1ccc(OCC(O)CNC(=O)c2ccccc2)cc1 (configuration not stated)	1	1	-1	0	-1	-2	-6	-5	-8
CCOc1ccc(CCNc2nc3ccc(C)cc3n3cnnc23)cc1OCC	15	4	4	3	-2	4	-2	3	9
CCOCC(=O)Nc1nnc(C)s1	-10	12	6	2	-3	8	-1	-2	7
CCOC(=O)C1=C(COC(=O)[C@@H]2CCCN2S(=O)(=O)c2ccc(C)cc2)NC(=O)NC1C (some centres not stated)	-6	-6	14	5	0	3	2	0	1
COc1ccc(-n2nnc3c(SC(C(C)=O)C(=O)N(C)C)ncnc32)cc1 (configuration not stated)	16	5	1	8	-4	7	4	0	0
CCN(CC)c1ccc(NC(=O)c2[nH]c(C)c(C(C)=O)c2C)c(C)c1	11	3	8	0	-1	0	5	6	2
COc1cc(C(C(=O)NC(C)(C)C)N(Cc2ccccc2)C(=O)c2cnccn2)cc(OC)c1OC (configuration not stated)	-2	1	-4	5	4	-4	-1	2	-2
CC(=O)Nc1ccc([N+](=O)[O-])cn1	1	-9	9	3	-1	0	-9	6	5
COc1ccc(-n2c(C)cc(/C=N/Nc3nc(N4CCOCC4)nc(N4CCOCC4)n3)c2C)cc1	-20	-6	14	3	1	5	9	6	0
O=[N+]([O-])c1ccc(Cl)c(CN2CCC(O)CC2)c1	-5	1	10	3	3	4	4	-1	2
CCCOc1ccc(/C=N/NC(=O)CN2CCCCC2)cc1OCC	7	-3	0	8	1	3	0	3	14
O=C(NCc1ccncc1)c1ccc(Cl)c(S(=O)(=O)N2CCCCC2)c1	5	4	3	9	-4	-3	-3	-4	-14
Cn1c(CSc2ncccn2)nnc1SCC(=O)N1CCCCC1	12	10	4	5	-2	1	1	-4	3
O=C1CN(C(=O)CSc2ccccn2)c2ccccc2N1	nt	7	6	7	nt	6	nt	6	nt
Cc1coc2c(C)c3oc(=O)cc(-c4ccccc4)c3cc12	-17	-8	12	2	2	3	2	0	-1
CSc1ccc(/C=N/N2CCN(c3ccccc3)CC2)cc1	1	2	-2	13	5	4	-5	-11	-8
COc1ccc(NC(=O)C2C3CC/C=C\CCC32)cc1 (configuration not stated)	-2	2	2	1	2	5	1	1	-4
CCOc1ccccc1-c1cc(C(=O)N2CCOCC2)c2ccccc2n1	14	-1	-4	-2	-3	4	-1	0	5
COc1ccc(C(CC(=O)Nc2ccc(C)cc2)NC(=O)C(F)(F)F)cc1 (configuration not stated)	16	-10	3	9	-3	3	-1	4	8
COc1ccc(-c2nc3ccccc3c(=O)[nH]2)cc1	3	10	6	1	-6	7	0	1	-10
CCc1noc(C)c1C(=O)NC1CC(C)(C)Cc2c1cnn2-c1ccccc1 (configuration not stated)	-7	-1	7	-1	-2	6	7	-1	1
O=S(=O)(c1ccccc1)N1CCN(CC2CC3C=CC2C3)CC1 (configuration not stated)	5	5	-13	2	-2	6	7	-2	-11
CN(C)c1ccc(C(CNC(=O)c2ccc(-c3ccccc3)cc2)N2CCOCC2)cc1 (configuration not stated)	8	3	47*	-1	-2	5	2	-1	-14
COc1ccc(S(=O)(=O)N(CC(=O)Nc2cc(C)on2)Cc2ccccc2)cc1	9	3	-10	-8	-3	2	-6	-5	-8
Cc1ccc(CNCC2CCCO2)o1 (configuration not stated)	-1	1	-1	-5	-1	-4	-3	3	5
(further entries)
SMILES	ZTA counter	PAFAH2 FP inh	PREPL inh	PAFAH1B3 inh	LYPLA1 counter	PAFAH1B2 FP inh	LYPLA2 inh	pPAFAH inh	EBNA-1 inhibitor
CC(C)(C)NC(=O)CN(C(=O)c1ccc(CN2CCOCC2)o1)c1ccc2c(c1)OCCO2	-8	-4	15	-6	2	3	3	1	-7
CN1CCN(CCCCOc2ccc(Br)cc2)CC1	10	-9	9	7	6	7	0	2	7
COc1ccc(CC(=O)N2CCOCC2)cc1OC	-9	1	2	10	-3	6	-1	-2	-7
CC(C)C(=O)NNS(=O)(=O)c1ccccc1	6	4	-4	-3	0	1	-4	-1	-1
O=C(CSc1ccccn1)Nc1ccc2[nH]c(=O)[nH]c2c1	9	-1	17	3	-1	-3	4	-4	nt
OCCC1CN(Cc2ccccc2O)CCN1CCCc1ccccc1 (configuration not stated)	12	-3	-8	19	0	4	-1	7	5
CC(c1ccccc1)N(CCC(c1ccccc1)C1CCOC(C)(C)C1)C(=O)c1ccco1 (configuration not stated)	-7	-1	11	2	0	6	3	5	9
N#Cc1ccccc1Cn1c(=O)n(CCCC(=O)NCc2ccc3c(c2)OCO3)c(=O)c2ccccc21	13	-4	3	14	1	4	-2	4	10
Cc1cccc(NC(=O)CN2C(=O)N/C(=C/c3ccc(C)o3)C2=O)c1	4	-1	-4	6	0	2	3	10	-1
c1ccc(-c2ccc(Oc3cc(N4CCOCC4)nc(-c4ccccc4)n3)cc2)cc1	-4	1	3	7	-1	7	2	5	4
CC(=O)c1cc(CN2CCC(n3nccc3NC(=O)c3ccccc3Cl)CC2)cs1	5	-1	-4	2	-5	-3	2	-1	-1
CCOC(=O)CC(=O)CSc1ncnc2c1nnn2-c1ccc(OC)cc1	-8	5	15	0	-1	5	1	2	-1
C/C(=N\NS(C)(=O)=O)c1ccc(C)cc1	-5	0	14	8	-2	0	7	2	3
Fc1ccc(COc2ccccc2C(=S)N2CCCC2)cc1	-31	-4	-8	2	2	7	5	3	-12
CN(C)/C=N/c1ncc(-c2ncc(C(F)(F)F)cc2Cl)cn1	-6	5	9	5	2	6	-1	1	-8
O=C1c2ccccc2C(=O)N1CCCc1cn(C[C@H]2CC[C@@H]([C@@H]3CC[C@H](Cn4cc(CCCN5C(=O)c6ccccc6C5=O)nn4)O3)O2)nn1	-10	9	24	-5	0	6	3	4	3
COC(=O)CN1C(=O)[C@H]2[C@@H](c3ccc(C)o3)N3C(=O)CN(CCO)C(=O)[C@@]3(Cc3ccccc3)[C@H]2C1=O	22	3	-6	7	3	3	-1	4	-3
CCN(CC(=O)Nc1ccc2c(c1)OCCO2)C(=O)C(C)Oc1ccc(Cl)cc1 (configuration not stated)	-8	-2	-2	14	0	1	-1	-4	-1
COc1ccc(-c2noc(CCCC(=O)NC3CCCC3)n2)cc1	8	-2	-1	12	-4	5	-8	-8	-12
Cc1onc(-c2ccccc2)c1C(=O)N/N=C/c1cc(Br)c(Br)o1	-4	-3	-4	8	-1	0	-1	-2	-11
COc1ccc(S(=O)(=O)Nc2ccccc2C(=O)NC2CC2)cc1NC(C)=O	-11	-5	-2	0	-1	0	-4	-3	nt
O=C(Cn1nc(-c2ccccc2)c2ccccc2c1=O)Nc1ccccn1	9	1	-5	7	-4	-3	-4	7	-7
COc1ccccc1Nc1nc(N)nc(CSc2ncccn2)n1	-19	-7	-14	1	1	6	1	3	-6
COc1ccc2oc(-c3ccccc3)c(C(=O)N(C)C)c2c1	-4	-6	1	1	-3	-10	-1	-3	-5
CCCCC(=O)NCc1ccc(F)cc1	10	5	-6	2	3	4	-3	-2	-2
COc1ccc(C(OCC(O)CN(C)C2CCCCC2)c2ccc(OC)cc2)cc1 (configuration not stated)	2	-5	30	4	-2	4	2	4	-10
Nc1nonc1-n1nnc(C(=O)N/N=C/c2ccc(Cl)cc2Cl)c1CN1CCCCC1	-5	-6	8	-1	-2	-3	1	-1	-9
Cc1ccccc1C(=O)NC(=S)NC1CCSC1=O (configuration not stated)	13	4	7	-4	4	1	8	2	4
COCCCN1C(=O)c2ccc(C(=O)Nc3cccc(OC)c3)cc2C1=O	4	8	-1	-1	0	0	5	5	-9
COc1ccc(N2CCN(C(=O)CNS(=O)(=O)c3ccc(Br)s3)CC2)cc1	-3	15	3	1	10	0	27*	4	1

An excerpt from above in order of count of non-hydrogen atoms, rising.
SMILES	ZTA counter	PAFAH2 FP inh	PREPL inh	PAFAH1B3 inh	LYPLA1 counter	PAFAH1B2 FP inh	LYPLA2 inh	pPAFAH inh	EBNA-1 inhibitor
Cc1ccccc1C(=O)NC(=S)NC1CCSC1=O (configuration not stated)	13	4	7	-4	4	1	8	2	4
O=C(CSc1ccccn1)Nc1ccc2[nH]c(=O)[nH]c2c1	9	-1	17	3	-1	-3	4	-4	nt
CC(c1ccccc1)N(CCC(c1ccccc1)C1CCOC(C)(C)C1)C(=O)c1ccco1 (configuration not stated)	-7	-1	11	2	0	6	3	5	9
N#Cc1ccccc1Cn1c(=O)n(CCCC(=O)NCc2ccc3c(c2)OCO3)c(=O)c2ccccc21	13	-4	3	14	1	4	-2	4	10

Only part of the results is shown. The share of hits here may be higher or lower than overall.
